Assay outcomes: PubChem BioAssay, National Center for Advancing Translational Sciences (NCATS)
HTT aggregate: qHTS Multiplex Assay to Identify Dual Action Probes in a Cell Model of Huntington: Aggregate Formation (GFP) | AID 1688, 2009 | hit rate 1.1% among 220,000 | PC12 HttQ103-GFP aggregates, Acumen cytometry, 40 h | Potency, µM (series often up to 46.1 µM), inactives show top-dose activity change, negative = inhibition, actives largely listed as inhibitors; note: potency is the fitted concentration of half-maximal effect; % is set by controls: 0 for no effect and ±100 for the full control effect; nearly all actives have a fitted effect of over 60% in size
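Multiplexed with ATP-based cell death, this channel scores GFP aggregates in PC12 cells expressing inducible HTTex1-Q103-GFP. Induction used 100 nM tebufenozide; compounds were tested in concentration series.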
Lamin A splicing: qHTS Assay for Modulators of Lamin A Splicing; Potency, µM (top dose mostly 46.1 µM), for inactives: top-dose ratio change, negative = inhibition, hits mostly inhibitors; HeLa LMNA splicing GFP/RFP minigene ratio, 48 h; hit rate 0.01% among 200,000; active = well fitted inhibition curve with a large enough effect in the signal ratio, with a control signal flat, not every such curve was filed as active; inconclusive = small, poorly fitted or top-dose-only effect, or effect the other way, or a change in a side signal; the % refers to the signal ratio; note: potency is the fitted concentration of half-maximal effect; % is set by controls: 0 for no effect and ±100 for the full control effect
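S3 HeLa cells stably expressing lamin A-EGFP splicing minigene plus DsRed2, 600 cells/well, 48 h compound exposure at 37C. Laser-scanning cytometry; analysed as GFP (500-530 nm)/RFP (575-640 nm) total intensity ratio; 0.5% DMSO vehicle.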
Epigenetic reg: Quantitative High-Throughput Screen for Regulators of Epigenetic Control. murine LDR cells, GFP reporter derepression, 30 h. Potency, µM (doses to about 53.9 µM), inactives show at the top dose GFP activation, usual class: activators. hit rate 0.2% among 280,000. AID 1865, 2009; note: potency is the fitted concentration of half-maximal effect; % of control where 0% means no effect; nearly all actives have a fitted effect of over 60% in size
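Readout is the number of GFP-expressing murine LDR cells, counted by cytometry following washing. Cells were treated with compound for 30 h at 37 C; the stably integrated CMV-GFP locus is normally silent.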
Luc counter: Counterscreen for Luciferase (Kinase-Glo TM) Inhibition; Luciferin 4-monooxygenase (Photuris pensylvanica), Q27757; Kinase-Glo luciferase, ATP luminescence, 8 min; Potency, µM (highest dose often 38.3 µM), inactives show top-dose activity change, negative = inhibition, actives largely listed as inhibitors; hit rate 0.28% among 200,000; note: potency is the fitted concentration of half-maximal effect; % is set by controls: 0 for no effect and ±100 for the full control effect; nearly all actives have a fitted effect of over 60% in size
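Compounds were added to a substrate mix at pH 7.2 (50 mM imidazole, 10 uM ATP, within the enzyme's linear range), followed by Kinase-Glo detection reagent; luminescence was measured after 8 minutes at ambient temperature.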
IMPase Li cell: qHTS Assay for Identifying the Cell-Membrane Permeable IMPase Inhibitors: Potentiation with Lithium; Potency, µM (highest dose often 59.4 µM), without a hit: top-dose activity, negative = IMPase inhibition, most hits filed as inhibitors; CHO-M1 cells, IP1 TR-FRET (IP-One), carbachol + lithium; hit rate 0.35% among 210,000;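 note: IP1 builds up when IMPase is blocked and the TR-FRET signal falls; potency is the fitted concentration of half-maximal effect; plate controls were basal vehicle for no effect and high inhibitor control for full effect; nearly all actives have a fitted effect of over 50% in size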
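CHO cells stably expressing M1 receptor (2000/well, cultured 16–30 h) treated 30 min at 37C with compound plus low lithium. Cytosolic IP1 by TR-FRET (665/620 ratio and 620 channel) after 10 min lysis; AC50 by Hill fit.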
NPSR antag: qHTS Assay for Antagonists of the Neuropeptide S Receptor: cAMP Signal Transduction. Q6W5P4. hit rate 1% among 220,000. CHO-NPSR cells, cAMP TR-FRET, antagonist mode. Potency, µM (top dose mostly 38.3 µM), for the others: top-dose activity change, negative = inhibition, actives largely listed as inhibitors; note: potency is the fitted concentration of half-maximal effect; % is set by controls: 0 for no effect and ±100 for the full control effect; nearly all actives have a fitted effect of over 50% in size; many of its hits are not listed in these tables
Target sequence (Q6W5P4 whole entry, looked up): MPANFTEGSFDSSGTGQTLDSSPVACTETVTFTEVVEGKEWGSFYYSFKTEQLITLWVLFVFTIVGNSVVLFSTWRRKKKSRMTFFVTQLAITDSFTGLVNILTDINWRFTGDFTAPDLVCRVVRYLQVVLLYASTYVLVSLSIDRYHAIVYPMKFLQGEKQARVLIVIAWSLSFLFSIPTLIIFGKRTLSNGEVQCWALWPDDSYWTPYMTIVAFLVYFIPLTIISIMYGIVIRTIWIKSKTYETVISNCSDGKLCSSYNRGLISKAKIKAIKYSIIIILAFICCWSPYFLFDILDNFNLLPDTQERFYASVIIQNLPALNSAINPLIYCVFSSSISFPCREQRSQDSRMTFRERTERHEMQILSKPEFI
CBFb-RUNX1 inh: qHTS Assay for Compounds Blocking the Interaction Between CBF-beta and RUNX1 for the Treatment of Acute Myeloid Leukemia | 230,000 tested, under 10 active | Runt-related transcription factor 1 (Homo sapiens) + Core-binding factor subunit beta … | Potency, µM (highest dose often 59.8 µM), inactives show at the top dose activity, negative = inhibition, hits mostly inhibitors | AID 1477, 2009 | AlphaScreen CBFb-His/RUNX1-biotin binding, biochemical; note: % of control where 0% means no effect
Target sequence (Q01196 whole entry, looked up): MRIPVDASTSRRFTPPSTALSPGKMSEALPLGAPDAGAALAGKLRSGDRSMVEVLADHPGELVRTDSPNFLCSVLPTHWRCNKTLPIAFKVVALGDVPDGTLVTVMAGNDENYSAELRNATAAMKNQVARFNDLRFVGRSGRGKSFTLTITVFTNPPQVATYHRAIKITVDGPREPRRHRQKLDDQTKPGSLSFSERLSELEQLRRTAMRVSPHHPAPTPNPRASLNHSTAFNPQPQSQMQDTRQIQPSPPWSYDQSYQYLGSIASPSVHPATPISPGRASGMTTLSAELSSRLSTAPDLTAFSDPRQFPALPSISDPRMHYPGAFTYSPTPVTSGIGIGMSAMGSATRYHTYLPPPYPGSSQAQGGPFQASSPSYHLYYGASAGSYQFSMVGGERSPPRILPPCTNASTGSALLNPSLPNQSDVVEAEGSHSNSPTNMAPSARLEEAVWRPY
Target sequence (Q13951 whole entry, looked up): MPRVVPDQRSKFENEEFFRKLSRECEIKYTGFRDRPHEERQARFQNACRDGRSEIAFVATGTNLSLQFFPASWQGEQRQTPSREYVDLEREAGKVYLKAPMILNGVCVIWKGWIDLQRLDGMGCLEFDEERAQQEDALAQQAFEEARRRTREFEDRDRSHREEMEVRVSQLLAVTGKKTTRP
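CBFb-His/RUNX1-biotin, 30 nM each, preincubated 20 min RT; compound 15 min RT; Ni + streptavidin beads 50 ng each, 90 min RT; AlphaScreen read.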
Starred values were filed as active, the others as inactive; ? = inconclusive; · = no result given; & = joins results of further samples; [ ] = another dose, or the depositor's remark. Unless noted, calls come from the whole dose curve; as a rule, active = well fitted curve in the direction sought with a large enough effect; inconclusive = small, poorly fitted or top-dose-only effect, or another doubt; inactive = no such curve, though single readings can be large; an effect the other way counts as inactive or inconclusive.

1	OCCC1CN(C/C(Cl)=C/c2ccccc2)CCN1C1CCCC1 (configuration not stated)
2	CC(C)Sc1ccc([N+](=O)[O-])cc1C(=O)Nc1ccncc1
3	Cc1cc2oc(C(=O)Nc3c(C)n(C)n(-c4ccccc4)c3=O)c(C)c2cc1C
4	C=CCNC(=S)NNC(=O)c1cc(Cl)ccc1OC
5	Cc1ccccc1NC(=O)C1CCCN1S(=O)(=O)c1cccc2cccnc12 (configuration not stated)

assay / entry	1	2	3	4	5
HTT aggregate	7.6%[9.22 µM]	12.0%[9.22 µM]	7.1%	2.5%[9.22 µM]	15.4%
Lamin A splicing	·	?	1.2%	·	-6.6%
Epigenetic reg	1.1%	2.2%	1.2%	2.7%	-0.2%
Luc counter	-9.3%	·	-1.1%	·	1.8%
IMPase Li cell	30.0%[activator]	·	-0.9%	·	0.2%[38.3 µM]
NPSR antag	-14.5%	0.2%	-12.0%[46.1 µM]	-4.7%	-9.5%[46.1 µM]
CBFb-RUNX1 inh	4.6%	9.8%	2.4%	5.9%	-2.1%

6	c1ccc2c(Nc3ccc4c(c3)OCCO4)c3c(nc2c1)CCCC3
7	CCOc1ccc(NN=C(C(=O)OC)C(=O)OC)c([N+](=O)[O-])c1
8	CCOC(=O)c1c(CSc2nc(C)cc(C)c2C#N)n(C)c2cc(Br)c(OC(C)=O)cc12
9	CCOc1ccc(-n2c(C)nc3cc(C(=O)NCCN4CCOCC4)ccc32)cc1
10	S=C(Nc1ccccc1)N1CCN(Cc2ccccc2)CC1

assay / entry	6	7	8	9	10
HTT aggregate	15.8%	-5.1%[9.22 µM]	4.6%	-1.4%	-7.6%[9.22 µM]
Lamin A splicing	·	·	-10.6%	-2.7%	·
Epigenetic reg	-0.4%	-6.9%	1.0%	0.0%	0.0%
Luc counter	·	·	0.6%	0.2%	·
IMPase Li cell	22.4%	·	1.7%	4.5%	·
NPSR antag	-42.8%	-13.5%	2.9%	3.7%[46.1 µM]	9.8%
CBFb-RUNX1 inh	-2.4%	-2.8%	15.7%	0.6%	7.9%

11	CCOc1cc(/C=C2\C(=O)N(c3nc(-c4ccc(Br)cc4)cs3)N=C2c2ccccc2)ccc1O
12	O=C(OCn1nnc2ccccc2c1=O)c1cc(-c2ccccc2)nc2ccccc12
13	CCCNS(=O)(=O)c1ccc(OCC(=O)NCc2ccco2)cc1
14	CCOc1ccc(S(=O)(=O)N(C)c2ccc(OCC(=O)Nc3ccc4[nH]c(=O)[nH]c4c3)cc2)cc1
15	CCN(CC)C(=N)/C(C#N)=N/Nc1ccc(C)cc1

assay / entry	11	12	13	14	15
HTT aggregate	1.8%	11.1%	19.1%	6.9%	-3.3%[9.22 µM]
Lamin A splicing	?	-10.4%	-17.7%	7.7%	·
Epigenetic reg	-0.7%	0.0%	-1.6%	1.5%	1.1%
Luc counter	-11.7%	0.2%	0.8%	-3.7%	·
IMPase Li cell	16.6%[38.3 µM]	-5.6%	19.5%[38.3 µM]	-5.5%[38.3 µM]	·
NPSR antag	10µM*	-15.0%	-7.2%[46.1 µM]	-23.8%[46.1 µM]	?
CBFb-RUNX1 inh	?	1.2%	7.3%	-21.1%	0.0%

Single records, as listed above. Order of screens: HTT aggregate	Lamin A splicing	Epigenetic reg	Luc counter	IMPase Li cell	NPSR antag	CBFb-RUNX1 inh
O=C(OCn1nnc2ccccc2c1=O)c1cc(-c2ccccc2)nc2ccccc12 in the list: 11.1%	-10.4%	0.0%	0.2%	-5.6%	-15.0%	1.2%
CCN(CC)C(=N)/C(C#N)=N/Nc1ccc(C)cc1 in the list: -3.3%[9.22 µM]	·	1.1%	·	·	?	0.0%

(cont.)
16	CC(/C=N/n1c(-c2cc(C)[nH]n2)n[nH]c1=S)=C\c1ccco1
17	CCn1cc(C(=O)O)c(=O)c2cc(F)c(N3CCN(C(=S)Nc4ccccc4OC)CC3)cc21
18	COc1cc(/C=C(\C#N)C(N)=O)ccc1OS(=O)(=O)c1ccc(C)cc1
19	CS(=O)(=O)Nc1cccc(C(=O)CC2(O)C(=O)Nc3ccc(Br)cc32)c1 (configuration not stated)
20	CSc1oc(-c2ccco2)nc1S(=O)(=O)c1ccccc1

assay / entry	16	17	18	19	20
HTT aggregate	9.7%[9.22 µM]	12.5%[9.22 µM]	8.3%	10.3%	3.4%
Lamin A splicing	·	·	-16.5%	4.9%	7.0%
Epigenetic reg	0.0%	0.0%	-2.2%	0.8%&1.0%	1.7%
Luc counter	·	·	-0.1%	-1.5%	-3.5%
IMPase Li cell	·	·	11.9%	-1.9%[38.3 µM]	3.9%[38.3 µM]
NPSR antag	?	-28.0%	-3.3%	-12.6%[46.1 µM]	-12.8%[46.1 µM]
CBFb-RUNX1 inh	-25.3%	-2.4%	10.9%	1.0%&1.8%	-3.1%

21	Cc1ccc(Sc2ccc(CN3CCCCC3)cc2[N+](=O)[O-])cc1
22	CCc1ccc(Nc2ccc(S(=O)(=O)N3CCOCC3)cc2[N+](=O)[O-])cc1
23	CCCc1nnc(SCC(=O)N2CCOCC2)n1CC1CCCO1 (configuration not stated)
24	Cn1c(CC(=O)Nc2ccc(Cl)c(Cl)c2)nnc1SCC(=O)Nc1nccs1
25	Cc1nn(CC(=O)NCCN2CCOCC2)c(=O)c2ccccc12

assay / entry	21	22	23	24	25
HTT aggregate	2.5%[9.22 µM]	16.0%	-2.1%	-15.6%	7.8%
Lamin A splicing	·	?	·	3.6%	5.4%
Epigenetic reg	-1.2%	0.0%	2.2%	0.8%	-1.1%
Luc counter	·	0.1%	-2.4%	-2.5%	6.1%
IMPase Li cell	15.3%	14.7%	-2.4%	14.5%[38.3 µM]	-12.1%[38.3 µM]
NPSR antag	?	-44.7%	15.4%	-1.5%[46.1 µM]	-15.2%[46.1 µM]
CBFb-RUNX1 inh	-19.2%	?	-2.9%	4.0%	5.6%

26	O=C(CCC1CCCC1)Nc1ccc(Br)cn1
27	NC(=O)CSc1nnc(CSc2ncccn2)n1-c1ccccc1
28	O=C(c1cc2c(s1)-c1ccccc1OC2)N1CCc2ccccc2C1
29	COc1ccc(CSC2=CS(=O)(=O)c3ccccc3N2)cc1
30	COc1cc2[nH]c(=O)n(Cc3ccc(C(=O)NCCCN4CCC(C)CC4)cc3)c(=O)c2cc1OC

assay / entry	26	27	28	29	30
HTT aggregate	-10.1%	-1.9%	?	?	17.4%
Lamin A splicing	6.1%	4.0%[46 µM]	?	?	9.2%
Epigenetic reg	-1.0%	-2.2%	18.4%	-0.1%	0.7%
Luc counter	3.1%	0.4%	2.2%	1.0%	-4.7%
IMPase Li cell	18.3%[38.3 µM]	-3.2%	3.0%	-1.8%	18.9%[38.3 µM]
NPSR antag	-5.1%[46.1 µM]	17.7%	-27.3%	9.2%	-8.2%[46.1 µM]
CBFb-RUNX1 inh	0.3%	3.5%	0.9%[2.36 µM]	6.6%	-0.4%

31	CCNC(=S)N/N=C(\C)c1cccc([N+](=O)[O-])c1
32	O=C(O)CSc1ncccn1
33	COC(=O)c1nnn(-c2nonc2N)c1CN1CCc2ccccc21
34	CN(C)c1ccc(NC(=O)CSc2nc3c(c(=O)[nH]2)CCCC3)cc1
35	CCn1c(-c2cc(C3CC3)nc3ccccc23)n[nH]c1=S

assay / entry	31	32	33	34	35
HTT aggregate	-17.1%	-5.6%	5.7%	0.8%	?
Lamin A splicing	4.8%	1.5%[46 µM]	?	-10.0%	16.6%
Epigenetic reg	0.0%	-2.7%	3.1%	-7.9%	0.3%
Luc counter	-0.8%	0.8%	-4.7%	5.7%	10.1%
IMPase Li cell	-1.2%	-8.0%	11.0%[38.3 µM]	28.9%[38.3 µM]	7.9%
NPSR antag	-12.0%	14.4%	-5.3%[46.1 µM]	-22.8%[46.1 µM]	-12.9%
CBFb-RUNX1 inh	7.2%	-4.6%	-5.0%	8.3%	-5.9%

36	CC(=O)Nc1ccc(OC(=O)c2cc3ccccc3oc2=O)cc1
37	Cc1cc(-c2csc(NC(=O)c3ccc(=O)n(C)n3)n2)c(C)n1CC1CCCO1 (configuration not stated)
38	CCOc1ccc(NC(=O)c2ccc3c(SCC(=O)O)c4c(nc3c2)CCCC4)cc1
39	CC(=O)NC(=S)Nc1ccc(NC(=O)c2cccs2)cc1
40	CC(C)N(CC#CCC(O)(c1ccccc1)c1ccccc1)C(C)C

assay / entry	36	37	38	39	40
HTT aggregate	-32.3%	16.2%	28.0%	?	2.5%
Lamin A splicing	-18.6%	-3.3%	-0.5%[46 µM]	-7.1%	-2.1%
Epigenetic reg	0.0%	-1.1%	8.6%&0.0%	-1.1%	-1.8%
Luc counter	0.0%	-14.5%	-2.1%	-2.1%	2.9%
IMPase Li cell	-5.2%[38.3 µM]	-4.0%[38.3 µM]	-2.6%	2.2%	17.6%
NPSR antag	-6.4%[46.1 µM]	-10.9%[46.1 µM]	-0.5%	4.4%	19.0%
CBFb-RUNX1 inh	14.9%	?	1.8%	-8.0%	-4.5%

41	C[C@@H](C(=O)N[C@@H](CO)Cc1ccccc1)[C@H]1C[C@]1(C)[C@H](NC(=O)OCc1ccccc1)c1ccccc1
42	CCCCCCC1CC(C)(/C(C)=N/NC(N)=O)OC1=O (configuration not stated)
43	CCOC(=O)c1cnc2nc(NCc3ccc(OCc4ccccc4)cc3)[nH]n2c1=O
44	Cc1csc(NC(=O)C2CCN(C(=O)CSc3nnc(C)n3Cc3ccccc3)CC2)n1
45	Cc1cc(C(=O)COc2ccccc2[N+](=O)[O-])c(C)n1-c1cccc(S(=O)(=O)N2CCOCC2)c1
46	CC1(C)C(=O)OC(C(=O)c2ccc(C(C)(C)C)cc2)C(C)(C)C1=O (configuration not stated)

assay / entry	41	42	43	44	45	46
HTT aggregate	·	1.8%	3.2%	0.9%	-17.0%	3.6%
Lamin A splicing	·	-6.6%	6.6%	-2.5%	?	14.0%
Epigenetic reg	-0.9%	2.8%	-2.7%	1.0%	-0.9%	-0.6%
Luc counter	-1.8%	-2.8%	14.6%	-1.1%	-3.2%	-2.1%
IMPase Li cell	0.7%	-10.2%[38.3 µM]	19.9%[38.3 µM]	1.7%[38.3 µM]	14.5%	7.8%[38.3 µM]
NPSR antag	·	-10.9%[46.1 µM]	-4.3%[46.1 µM]	-1.4%[46.1 µM]	3.3%	-16.8%[46.1 µM]
CBFb-RUNX1 inh	7.0%	0.5%	1.1%	4.2%	-0.4%	1.4%

An excerpt; rates above refer to the full screens.
